Pf growth 48h: P. falciparum growth inhibition at 48 hours (one generation). P. falciparum luciferase growth in erythrocytes, 48 h. Potency, µM (doses to about 28.7 µM), inactives show top-dose activity change, negative = inhibition, usual class: inhibitors. 310,000 tested, 5.9% active. AID 504832; further: potency means the concentration at half of the fitted maximal effect; on the % scale 0 is the no-effect control and ±100 the full control effect
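Compounds are pin-transferred into medium, infected erythrocytes (2% hematocrit, 0.1% parasitemia final) are added, and plates sit one parasite generation at 37 C in 5% CO2. Detection reagent is then added and luminescence measured.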
Pf growth 96h: P. falciparum growth inhibition at 96 hour, primary screen for plastid delayed-death inhibitors. P. falciparum luciferase reporter growth, 96 h. Potency, µM (series often up to 28.7 µM), for inactives: top-dose activity change, negative = inhibition, most hits filed as inhibitors. 320,000 tested, 6.9% active; further: potency means the concentration at half of the fitted maximal effect; on the % scale 0 is the no-effect control and ±100 the full control effect
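Compounds incubated with erythrocytes infected by luciferase-expressing P. falciparum (2% hematocrit, 0.05% parasitemia final) for 96 hours, 37 C in 5% CO2. Growth inhibition scored as decreased luciferase luminescence.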
TbPYK inhibitor: T. brucei pyruvate kinase inhibition; Q57TT1; TbPYK enzyme, Kinase-Glo Plus ATP luminescence, 45 min; Potency, µM (titrated, usually from 76.8 µM), inactives show at the highest dose activity, negative = inhibition, most hits filed as inhibitors; 410,000 tested, 0.12% active; further: potency means the concentration at half of the fitted maximal effect; on the % scale 0 is the no-effect control and ±100 the full control effect; nearly all actives have a fitted effect of over 50% in size
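ADP (130 uM final) triggers the TbPYK reaction after compound addition; incubation is 45 min at room temperature. Kinase-Glo Plus is then added and luminescence imaged. Normalized data are fitted to concentration-effect curves.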
CHX counter: counter-screen for Shiga toxin inhibitors: cycloheximide protein synthesis inhibition. cell reporter, cycloheximide protein synthesis inhibition counterscreen. max response, %. 300,000 tested, 12% active; in the data active means max response mostly above about 13%, no sharp cut-off; inactive means mostly below about 14%; further: read at 38.3 µM for the half of the compounds with a filed dose; 0% is about no effect
AMA1-RON2 inh: inhibitors of Plasmodium falciparum AMA1-RON2 interaction; AID 720542; Potency, µM (top dose mostly 58.2 µM), without a hit: at the highest dose activity change, negative = inhibition, hits mostly inhibitors; 360,000 tested, 0.2% active; AlphaScreen AMA1-biotinylated RON2 peptide binding;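 further: potency means the concentration at half of the fitted maximal effect; 0% = vehicle wells and -100% = peptide control; nearly all actives have a fitted effect of over 45% in size; some results filed as inactive show a strong effect at the top dose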
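AMA1 (3D7) with his tag at 25 nM final met compounds first, then biotinylated RON2 peptide at 25 nM; detection used donor plus acceptor beads, 10 µg/mL apiece, read by AlphaScreen after 30 min at room temperature.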
Shiga inhibitor: Shiga toxin inhibition; Vero cells, Shiga toxin protein synthesis inhibition reporter; inhibition, % at 38.7 µM; 290,000 tested, 9.2% active; AID 2315; in the data active means inhibition mostly above about 28%, no sharp cut-off; inactive means mostly below about 43%; further: 0% is about no effect
LmPK inhibitor: inhibitors of Leishmania mexicana pyruvate kinase; Q27686; purified LmPK, Kinase-Glo ATP luminescence, 1 h; Potency, µM (doses to about 57.5 µM), without a hit: top-dose activity change, negative = inhibition, most hits filed as inhibitors; 290,000 tested, 0.37% active; AID 1721; further: potency means the concentration at half of the fitted maximal effect; on the % scale 0 is the no-effect control and ±100 the full control effect
Target sequence (Q27686 whole entry, looked up): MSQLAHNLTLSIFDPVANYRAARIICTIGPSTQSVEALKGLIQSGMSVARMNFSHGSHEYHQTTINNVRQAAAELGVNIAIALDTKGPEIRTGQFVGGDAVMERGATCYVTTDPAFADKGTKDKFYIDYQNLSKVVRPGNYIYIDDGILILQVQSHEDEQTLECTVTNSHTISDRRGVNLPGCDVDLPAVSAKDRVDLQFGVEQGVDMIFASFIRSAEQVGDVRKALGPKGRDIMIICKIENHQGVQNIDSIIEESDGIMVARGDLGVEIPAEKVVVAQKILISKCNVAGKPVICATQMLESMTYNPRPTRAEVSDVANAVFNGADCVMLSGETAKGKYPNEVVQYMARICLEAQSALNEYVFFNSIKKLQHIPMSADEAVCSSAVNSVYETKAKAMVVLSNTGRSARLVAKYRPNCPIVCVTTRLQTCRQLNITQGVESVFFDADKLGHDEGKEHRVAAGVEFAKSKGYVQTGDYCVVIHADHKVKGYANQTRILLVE
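Purified LmPK (0.1 nM) with 0.5 mM PEP and 0.1 mM ADP in imidazole buffer pH 7.2 with MgCl2/KCl, 1 h at room temperature. ATP formed was read by luciferase luminescence and normalized to no-enzyme and uninhibited controls.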
* = called active by the depositor; ? = inconclusive; . = no result given; [ ] = dose if it differs, or a comment. Unless noted, the call rests on the fitted dose curve; in most records, active means well fitted curve in the direction sought with a large enough effect; inconclusive means small, poorly fitted or top-dose-only effect, or another doubt; inactive means no such curve, though single readings can be large; an effect the other way counts as inactive or inconclusive.

No. | SMILES | Pf growth 48h | Pf growth 96h | TbPYK inhibitor | CHX counter | AMA1-RON2 inh | Shiga inhibitor | LmPK inhibitor
1 | Cc1ccc(NC(=O)CSc2nc(-c3cccs3)nc3cc(=O)[nH]n23)cc1C | ? | 1% | -4% | . | . | . | .
2 | CC[N+](CC)(CC=C(C)C)CC(=O)OC | 7% | ? | 3% | 8 | 0% | -6 | 8%
3 | O=C(NCC1CCCO1)c1ccc(S(=O)(=O)N2CCCCC2)cc1 (centres undefined) | -7% | -1% | 1% | -2 | -10% | -7 | -7%
4 | O=C(CCC1CCCCC1)Nc1ccc(S(=O)(=O)Nc2nccs2)cc1 | . | -20% | -9% | -1 | 7% | -1 | 2%
5 | CCn1c(SCC(=O)Nc2nccs2)nnc1-c1ccc(S(=O)(=O)N2CCCCCC2)cc1 | . | -7% | -3% | -7 | 24% | -22 | 0%
6 | CSc1ccccc1NC(=O)c1cccnc1 | 8% | 13% | -11% | 15* | -4% | 11 | 0%
7 | CC1(C)CC(=O)C/C(=N\NC(=O)CCc2ccc(S(=O)(=O)N3CCOCC3)cc2)C1 | -2% | 0% | -1% | -3 | 27% | -6 | 4%
8 | Cc1c(Br)c([N+](=O)[O-])nn1CC(=O)c1ccccc1 | 21% | 57%[activator] | 2% | -3 | -1% | 3 | 2%
9 | COc1cccc(/C=C2\SC(=O)N(CCC(=O)NNC(=O)c3ccccc3Cl)C2=O)c1 | 38%[activator] | 62%[activator] | 5% | -1 | 46%[activator] | -12 | -2%
10 | COc1ccccc1-c1nc2c(c(SCC(=O)N3CCCCC3)n1)Cc1c(CO)cnc(C)c1O2 | 10µM* | 1.7µM* | 2% | -1 | -7% | -1 | 2%
11 | CCOC(=O)Cc1nnc(NC(=O)COc2ccc(C)cc2)s1 | 28% | 137%[activator] | -1% | -3 | 17% | 19 | -6%
12 | Cc1nc(/N=C(\N)N(C)C)[nH]c(=O)c1C | 7% | 41%[activator] | -9% | -3 | 0% | -11 | 5%
13 | COc1ccc(NC2=NCC(=O)N2c2ccccc2F)cc1 | 60%[activator] | 66%[activator] | 3% | 1 | -11% | 9 | 0%
14 | CC(C)OC(=O)/C(=C\c1ccc2c(c1)c1ccccc1n2C)NC(=O)c1ccccc1 | 4.1µM* | 23% | 1% | 29* | 9% | 67* | -3%
15 | Oc1cccc(C=NCc2ccccc2)c1O | -21% | ? | -18% | -1 | -15% | -6 | -23%
16 | CC(C)OC(=O)CC1C(=O)NCCN1C(=S)NC(=O)CCc1ccccc1 (centres undefined) | 3% | 0% | -1% | -3 | 23% | -13 | 4%
17 | CCc1ccc(NC(=O)C(CC)Sc2nc3cc4c(cc3c(=O)n2Cc2ccco2)OCO4)cc1 (centres undefined) | . | 2.6µM* | 3% | -4 | 3% | -6 | 8%
18 | O=C(CSc1nc2ccccc2c(=O)[nH]1)Nc1ccc(N2CCOCC2)cc1 | 35% | 0% | 4% | -3 | 4% | -5 | 14%
19 | CC(=O)Nc1ccc(/C(C)=N/NC(=O)c2ccc(CN3CCOCC3)cc2)cc1 | ? | 9% | 2% | -1 | -15% | -6 | 2%
20 | O=C(O)c1ccc(Nc2ncnc3c2cnn3Cc2ccccc2)cc1 | 2% | 20% | -5% | -3 | 0% | -11 | -4%
21 | Cc1ccc(NC(=S)NCC2CCCO2)c(OC(F)F)c1 (centres undefined) | 18% | -20% | 0% | 16 | 7% | 22 | -1%
22 | Cc1ccc(OCC(=O)N/N=C2\CC(=O)CC(C)(C)C2)c(Br)c1 | -1% | 9.3µM* | 4% | 1 | 94%[activator] | -4 | -8%
23 | Cc1oc2ccc(OCc3ccc(F)cc3)cc2c1C(=O)O | 13% | -5% | -5% | -6 | 33%[activator] | 2 | 3%
24 | CCC(=O)Nc1ccccc1Oc1ccccc1 | -4% | 19% | 0% | -3 | 9% | -5 | 0%
25 | C[C@H](NC(N)=O)C(=O)N1CCN(S(=O)(=O)c2ccc3ccccc3c2)CC1 | 20% | -16% | 5% | -7 | -2% | -4 | 5%
26 | Cc1ccccc1NC(=O)CCN1CCN(Cc2ccccc2)CC1 | -14% | 159%[activator] | 5% | 3 | 0% | 7 | 1%
27 | O=C(COC(=O)c1cnccn1)NCCc1ccc(Cl)cc1Cl | -6% | 16% | 1% | -1 | -1% | 2 | 4%
28 | c1ccc(CSc2ccc(-c3cccnc3)nn2)cc1 | 116%[activator] | -15% | 4% | 32* | -8% | 98* | -6%
29 | O=C(Nc1ccc(Br)cc1)C1CC(O)CN1C(=O)Oc1ccccc1 (centres undefined) | ? | 8% | 0% | 1 | 3% | -12 | 8%
30 | CS(=O)(=O)CC(=O)Nc1ccc2nc3n(c(=O)c2c1)CCCCC3 | 5% | 6% | 6% | -1 | -22% | 6 | 6%
31 | CN=c1scc(C)n1/N=C/c1cc(Br)c(O)c(OC)c1 | -23% | -10% | -7% | 21* | 9% | 56* | -1%
32 | OCCC1CN(Cc2cc(F)ccc2-n2cccn2)CCN1C1CCCC1 (centres undefined) | 5% | 23% | 4% | -1 | 2% | -2 | -5%
33 | CC1(C)CC(=O)C=C(N2CCN(C3=CC(=O)CC(C)(C)C3)CC2)C1 | 40%[activator] | . | . | -1 | . | 44 | -1%
34 | COc1cc(/C=C/C(=O)OCC(=O)N2CCCC2)ccc1OCC#N | -8% | ? | 3% | . | 7% | . | .
35 | CCOC(=O)c1c(C)[nH]c(C)c1C(=O)CN1C(=O)NC(CC(C)C)C1=O (centres undefined) | 9.3µM* | 26% | 0% | -1 | 16% | -4 | 4%
36 | Cc1cccc(NC(=O)C2CCN(C(=O)NCc3ccccc3)CC2)c1C | 2% | ? | 3% | -5 | -1% | -8 | -1%
37 | Cc1cc(C)c(S(=O)(=O)c2ccccc2C)c(Cl)n1 | 3% | 15% | 5% | -3 | 7% | -8 | -2%
38 | CN(C)CCCN(C(=O)C1COc2ccccc2O1)c1nc2ccc(F)cc2s1 (centres undefined) | 39%[activator] | 70%[activator] | -1% | 9 | -6% | 19 | 3%[11.5 µM]
39 | Cc1ccc(S(=O)(=O)NC(=O)Nc2cc(C(C)(C)C)on2)cc1 | 9% | 10% | -3% | -1 | -7% | -10 | 1%
40 | Cc1ccc(C(OCC(O)CNCc2ccc(F)cc2)c2ccccc2)cc1 (centres undefined) | . | 4.7µM* | 2% | -8 | -14% | -6 | -15%
41 | Cc1ccc(C)c(OCC(O)CN2C(C)CCCC2C)c1 (centres undefined) | ? | . | ? | 1 | -12% | 5 | 1%
42 | CS(=O)(=O)N(CC(=O)NCc1ccco1)c1ccccc1Cl | 11% | . | 0% | -4 | -18% | 28 | -8%
43 | COc1ccc(OCC(=O)NNC(=O)CCc2ccccc2)cc1 | 33%[activator] | 20% | -2% | 7 | 34%[activator] | 22 | 1%
44 | C=CCN1C(=O)C(O)(CC(=O)c2ccco2)c2cc(Br)ccc21 (centres undefined) | -1% | 26% | 2% | 7 | 0% | -16 | 0%
45 | Cc1cc(C)c2[nH]c3nc(SCC(=O)O)nnc3c2c1 | ? | 0% | 6% | 6 | 7% | -1 | -16%
46 | O=C(CCNC(=O)N1CC(=O)Nc2ccccc21)NCc1ccc(F)cc1 | 2% | ? | 0% | -1 | 6% | -3 | -1%
47 | Nc1nc(NCc2ccccc2)nc(Nc2cccc(F)c2)c1[N+](=O)[O-] | 6% | -2% | -2% | 0 | 3% | -13 | 0%
48 | C=CCn1c(-c2sccc2C)n[nH]c1=S | -11% | 4% | ? | -2 | 15% | -8 | -23%
49 | CCOC(=O)N1CCN(C(=O)c2ccc3c(=O)n(Cc4ccc(Cl)cc4)c(=S)[nH]c3c2)CC1 | 1% | 57%[activator] | -9% | -2 | 56%[activator] | 10 | 4%
50 | Cc1cccc(CN2CCN(c3ccc(Cl)cc3)CC2)c1 | 32%[activator] | ? | -7% | 2 | -15% | -12 | 2%
51 | c1ccc(CCc2ccncc2)cc1 | 15% | ? | -2% | -1 | 7% | 5 | -1%
52 | CCCC1=NN2C(=N)/C(=C\c3cc(C)n(Cc4ccccc4)c3C)C(=O)N=C2S1 | 12% | 32%[activator] | 0% | -1 | 64%[activator] | 3 | 2%
53 | CCC(=O)N1CCc2cc(S(=O)(=O)CCC(=O)NCc3cccs3)ccc21 | -20% | -1% | -5% | 1 | 9% | -4 | -6%
54 | CCCS(=O)(=O)N1CCc2ccc(NC(=O)c3ccccc3Cl)cc2C1 | 15% | 22% | -6% | 10 | 1% | . | 4%
55 | O=[N+]([O-])c1ccc(COc2cccnc2)cc1 | 41%[activator] | ? | -3% | 41* | -11% | 56* | 7%
56 | Cc1ccnc(NC(=O)c2oc3ccccc3c2C)c1 | 37%[activator] | 4% | 1% | . | 11% | . | .
57 | CCN1C(=O)C(CC(=O)Nc2ccc(OC)cc2)N(Cc2cccnc2)C1=S (centres undefined) | 2% | ? | -7% | 1 | 12µM* | -12 | 1%
58 | O=C1C2C3C=CC(C3)C2C(=O)N1CC1CCCO1 (centres undefined) | 16% | 6% | -3% | -4 | 6% | 13 | 1%
59 | Cc1cccc(N2C(=NC(=O)c3ccccc3)SC3CS(=O)(=O)CC32)c1 (centres undefined) | ? | ? | -3% | 19 | -12% | 12 | 2%
60 | COc1cccc2cc(C(=O)N3CCN(C/C=C/c4ccccc4)CC3)c(=O)oc12 | ? | 45%[activator] | -9% | 4 | -8% | 27 | 5%

Later entries
No. | SMILES | Pf growth 48h | Pf growth 96h | TbPYK inhibitor | CHX counter | AMA1-RON2 inh | Shiga inhibitor | LmPK inhibitor
61 | O=[N+]([O-])c1cc(-c2nc3nc4ccccc4nc3n2CCc2ccccc2)cc([N+](=O)[O-])c1 | ? | ? | 5% | 6 | -7% | 15 | -2%
62 | O=S(=O)(NCC1CCCO1)c1ccc(S(=O)(=O)N(Cc2ccc(F)cc2)Cc2ccco2)cc1 (centres undefined) | ? | 6% | -7% | 5 | 2% | 12 | 2%
63 | COc1ccc(N2CCN(/C(=N\S(=O)(=O)c3ccccc3)Nc3nc(C)cc(C)n3)CC2)cc1 | ? | 42%[activator] | -8% | -6 | -5% | -5 | -1%
64 | COCCNC(=O)c1n[nH]c2ccccc12 | 75%[activator] | 88%[activator] | -1% | 31* | 20% | 57 | 0%
65 | COc1ccc(-c2cc(C(=O)NC3CCCC3)no2)cc1 | 90%[activator] | 16% | 1% | 18* | -1% | 93* | -2%
66 | CC1(C)Cc2nc3nc(SCC(=O)NCCc4ccccc4)n(-c4ccccc4)c(=O)c3cc2CO1 | ? | 4.1µM* | -5% | 8 | -14% | -26 | 3%
67 | O=C(N/N=C/c1ccccc1Br)C1CC1 | 13% | 9% | 5% | 6 | 1% | -4 | 0%
68 | Cc1ccccc1OCC(=O)Nc1ccc(N2CCN(C)CC2)c(Cl)c1 | 33%[activator] | 10% | -9% | 29* | -1% | 85* | -1%
69 | O=C(CN1CCN(Cc2ccccc2)CC1)Nc1cccc(Br)c1 | 4% | 12% | 3% | -3 | -7% | 46 | -3%
70 | O=C1c2ccc(Cl)cc2S(=O)(=O)c2cccc(C(=O)N3CCC(Cc4ccccc4)CC3)c21 | 40%[activator] | 1% | -3% | . | -23% | . | .

From PubChem
